GLP1R inv ag – acts as inverse agonist at human GLP-1 receptor | P43220 | HEK293 GLP-1R CRE-luciferase, luminescence, 24 h; GLP-1R form is constitutively active | Potency, µM (highest dose often 38.3 µM), for the others: at the top dose activity change, negative = inhibition, most hits filed as inhibitors | hit rate 1.6% among 410,000 | AID 624417; note: potency is the fitted concentration of half-maximal effect; % is set by controls: 0 for no effect and ±100 for the full control effect; nearly all actives have a fitted effect of over 55% in size
Target sequence (P43220 whole entry, looked up): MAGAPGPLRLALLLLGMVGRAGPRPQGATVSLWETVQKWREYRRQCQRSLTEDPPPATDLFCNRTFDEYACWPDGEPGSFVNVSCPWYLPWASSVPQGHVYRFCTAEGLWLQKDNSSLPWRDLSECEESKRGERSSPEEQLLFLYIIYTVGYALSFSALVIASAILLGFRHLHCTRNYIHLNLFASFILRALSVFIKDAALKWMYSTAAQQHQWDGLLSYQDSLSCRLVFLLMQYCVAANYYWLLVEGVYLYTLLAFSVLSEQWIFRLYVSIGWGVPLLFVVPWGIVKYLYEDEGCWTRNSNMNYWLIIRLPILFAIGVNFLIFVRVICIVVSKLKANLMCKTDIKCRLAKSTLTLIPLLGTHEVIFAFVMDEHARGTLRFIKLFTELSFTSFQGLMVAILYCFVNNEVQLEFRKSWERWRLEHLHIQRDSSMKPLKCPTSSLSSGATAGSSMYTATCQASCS
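Readout was luciferase luminescence, measured 12 min after detection reagent at room temperature. Beforehand, GLP-1R reporter HEK293 cells had sat 12 h, then received compounds for 24 hr at 37 deg C.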
PLK1 PBD block – PLK1 (human) polo-box domain binding inhibition. P53350. Plk1 PBD binding of FITC phosphopeptide, fluorescence polarization. Potency, µM, inactives show max response, negative = inhibition, most hits filed as inhibitors. hit rate 2.8% among 360,000. AID 720504; note: potency is the fitted concentration of half-maximal effect; series mostly up to about 57 µM; % is set by controls: 0 for no effect and ±100 for the full control effect; nearly all actives have a fitted effect of over 65% in size
IL2 activator – activators of IL-2 | IL-2 activation reporter assay, cell-based qHTS; stimulated with anti-CD3/CD4/CD28 beads; in transgenic mouse T cells | AID 652025 | hit rate 0.065% among 360,000 | activation, % (series mostly up to about 46 µM); in the data active = activation above about 50%; inconclusive = mostly about 30% to 49%; note: 0% is about no effect
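Readout is EGFP and DsRed signal by fluorescent plate cytometry after 18 h at 37 degrees C. Transgenic mouse T cells (750/well) received compound for 60 min before bead stimulation (anti-CD3, anti-CD4, anti-CD28); memory T cells served as non-tolerant control.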
D3 ag – D3 dopamine receptor (human) agonism; P35462; D3R DiscoveRx beta-arrestin cells, luminescence, 90 min; max activation, %; hit rate 0.58% among 410,000; AID 652048; in the data active = max activation above about 30%; note: 0% is about no effect; mostly tested at two doses, the higher about 12 µM
Target sequence (P35462 whole entry, looked up): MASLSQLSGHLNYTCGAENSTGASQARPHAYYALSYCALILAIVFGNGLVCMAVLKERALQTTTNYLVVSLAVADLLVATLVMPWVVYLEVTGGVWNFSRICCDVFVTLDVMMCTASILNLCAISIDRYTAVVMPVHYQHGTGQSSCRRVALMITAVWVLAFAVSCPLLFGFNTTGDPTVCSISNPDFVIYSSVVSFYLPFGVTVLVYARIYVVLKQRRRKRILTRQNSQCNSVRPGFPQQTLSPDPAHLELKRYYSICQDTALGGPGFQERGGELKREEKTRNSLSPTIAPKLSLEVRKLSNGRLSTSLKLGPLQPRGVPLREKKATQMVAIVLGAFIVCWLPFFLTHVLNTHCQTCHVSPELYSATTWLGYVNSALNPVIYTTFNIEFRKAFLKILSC
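Agonist-mode cell screen: cells plated at 1500/well and incubated overnight at 37 °C, then exposed to library compounds for 90 min at 37 °C. Detection reagent was added for 30–60 min at room temperature, and luminescence was read.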
D3 antag – D3 dopamine receptor (human) antagonism; P35462; max response, negative = inhibition, %; AID 652054; D3R cells, DiscoveRx beta-arrestin luminescence, antagonist mode; active compounds read low; hit rate 2.5% among 360,000; in the data active = max response below about -50%; inconclusive = no clear call, values can overlap the other calls; note: % is set by controls: 0 for no effect and ±100 for the full control effect; mostly tested at two doses, the higher about 12 µM
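Cells plated overnight at 1500 cells/well, then exposed to library compounds with dopamine controls for 90 minutes at 37 degrees C. DiscoveRx reagent added for 30–60 minutes at room temperature; luminescence read, quantitative HTS format.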
GLP-1R agonist – GLP-1 receptor (human) agonism; P43220; AID 624172; HEK293 GLP-1R CRE-luciferase, luminescence, 4-6 h; cells express a hypersensitive GLP-1R form; hit rate 0.007% among 380,000; Potency, µM (series often up to 45.6 µM), without a hit: at the top dose activation, hits mostly activators; note: potency is the fitted concentration of half-maximal effect; % of control where 0% means no effect
PI5P4Ka inh – PI5P4K alpha (human) kinase inhibition. PI5P4Kalpha enzyme, ADP-Glo luminescence, 60 min; active compounds read low. hit rate 1.2% among 330,000. max response, %; active = max response of -50% or lower; inconclusive = between -30% and -50%; inactive = -30% or higher; note: value at the top dose of about 77 µM; % is set by controls: 0 for no effect and ±100 for the full control effect
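Reactions run in 0.038 M HEPES pH 7.4, 0.28 mM EGTA, 0.1% CHAPS and 5% DMSO, with PI5P4Kalpha, substrate, compound and 5 microM ATP final, one hour at room temperature. Readout is ADP-Glo luminescence.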
WRN inhibitor – WRN helicase (human) inhibition | Q14191 | AID 651768 | Potency, µM (titrated, usually from 114 µM), without a hit: at the top dose activity change, negative = inhibition, usual class: inhibitors | hit rate 0.46% among 360,000 | WRN helicase unwinding, fluorescent forked duplex, kinetic; note: potency is the fitted concentration of half-maximal effect; % is set by controls: 0 for no effect and ±100 for the full control effect; nearly all actives have a fitted effect of over 55% in size
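Fluorescence dequenching readout, ex 525 nm/em 598 nm, kinetic mode: forked duplex DNA (100 nM final) with adjacent fluorophore and quencher unwound by WRN (20 nM final) with 2 mM ATP. Compound preincubation 15 min, room temperature.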
GLP1R cytotox – cytotoxic in the GLP-1 receptor inverse agonist counter-screen. Potency, µM (highest dose often 38.3 µM), for the others: top-dose activity change, negative = inhibition, usual class: inhibitors. AID 624418. HEK293 cAMP-luciferase reporter cells, luminescence, 24 h. hit rate 0.13% among 410,000;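 note: loss of luciferase light is scored as toxicity; potency is the fitted concentration of half-maximal effect; % is set by controls: 0 for no effect and ±100 for the full control effect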
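A 23 nL compound transfer followed 12 hours of cell culture at 37 deg C; exposure then lasted 24 hr. Luciferase assay detection reagent was dispensed and plates read for luminescence after a 12 min room-temperature wait.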
The depositor's hits bear a star; ? = inconclusive; / = not tested or not shown; [ ] = remark or other dose. Unless noted, calls come from the whole dose curve; as a rule, active = well fitted curve in the direction sought with a large enough effect; inconclusive = small, poorly fitted or top-dose-only effect, or another doubt; inactive = no such curve, though single readings can be large; an effect the other way counts as inactive or inconclusive. Compounds as they come. Share with any hit: about 7.8%.

SMILES	GLP1R inv ag	PLK1 PBD block	IL2 activator	D3 ag	D3 antag	GLP-1R agonist	PI5P4Ka inh	WRN inhibitor	GLP1R cytotox
COc1cc2nc(C3CC3)n(NC(=O)c3ccc(Cl)cc3)c(=O)c2cc1OC	0.0%	0.8%	-4.3	0.0	20.3	-1.9%	/	-16.3%	?
Cc1c(NC(NC(=O)CC(C)C)C(Cl)(Cl)Cl)c(=O)n(-c2ccccc2)n1C (configuration not stated)	-22.0%	5.8%	0.5	-3.7	-15.3	-4.0%	-8.4	-6.0%	0.2%
COc1ccc(S(=O)(=O)N2CCOCC2)cc1NC(=O)CN1CCCC1	12.9%	0.0%	1.3	3.2	0.3	0.2%	5.4	-4.6%	-1.4%
CCOc1ccc(CC(=O)OCN2C(=O)c3ccccc3C2=O)cc1	0.1%	?	1.5	-1.2	-6.8	-3.7%	-0.5	-4.3%	0.9%
CC(C)(NO)/C(=N\O)c1ccccc1	12.7%	-3.7%	-1.2	3.1	10.1	-11.3%	-4.0	0.8%	5.2%
Cn1c(SCC(=O)c2ccc(F)cc2)nnc1-c1ccccc1N	12.1%	-6.9%	-1.6	-2.5	11.2	-0.1%	-0.3	6.2%	-2.5%
CC(C)(C)NCC(O)COc1ccccc1C1CCCC1 (configuration not stated)	?	-22.2%	-0.4	-23.8	?	7.0%	18.5	5.0%	-26.4%
COc1ccc(S(=O)(=O)NCCc2sc(-c3ccccc3)nc2C)cc1F	-22.4%	/	/	1.5	/	25.5%	/	/	1.8%
COc1ccc(N(CC(=O)NN=C2CCCCCCC2)S(=O)(=O)c2ccccc2)cc1Cl	?	3.7%	-0.2	1.6	?	0.2%	-5.7	-6.8%	2.1%
COc1ccc(N2C3=C(C(=O)CC(C)(C)C3)C(c3cnn(C)c3)C3=C2CC(C)(C)CC3=O)cc1	0.7%	-5.7%	0.1	6.7	-4.0	12.5%	-6.5	5.7%	470.4%[activator]
COc1ccc(C2=CC3=C(Br)C(=O)C(C)(OC(=O)c4ccc(Cl)nc4)C(=O)C3=CO2)cc1 (configuration not stated)	12.7%	11.9µM*	22.4	-4.9	9.2	-5.2%	?	?	0.0%
O=C(NC1CCc2ccccc21)c1cc(COc2ccc(F)cc2Cl)on1 (configuration not stated)	-2.9%	5.3%	0.2	2.0	0.0	11.3%	-2.2	-2.7%	-11.4%
Cc1nc(-c2ccc(Br)cc2)ccc1C(=O)O	-14.1%	4.8%	-1.7	1.4	9.3	-1.1%	-4.9	-2.0%	-25.2%
N#Cc1c(NC(=O)CSc2nnc(-c3ccncc3)n2CC2CCCO2)sc2c1CCCC2 (configuration not stated)	44.0%[activator]	-7.3%	0.1	4.7	-15.9	21.0%	0.3	-20.5%	1.8%
N#Cc1c(NC(=O)CSc2ccccn2)oc(-c2ccccc2)c1-c1ccccc1	?	-8.1%	-0.8	-3.1	-8.3	8.3%	1.6	-17.2%	68.2%[activator]
COc1ccc(C(=O)NCCN2CCCC2)cc1[N+](=O)[O-]	0.4%	-3.0%	0.2	-0.7	-6.4	-7.9%	-4.8	-27.1%	9.1%
CCOc1ccc(N(Cc2cc3cc(C)ccc3[nH]c2=O)S(=O)(=O)c2ccccc2)cc1	-9.8%	-4.8%	0.5	2.9	10.0	-4.6%	6.4	-16.9%	5.7%
CCn1c(/N=C/c2ccccc2O)nc2ccccc21	0.5%	-5.3%	0.7	-9.7	10.5	4.9%	0.4	-21.0%	15.7%
COc1ccc(OC)c(CCNC(=O)C(C)n2nc(C)c3c(C)n(-c4ccccc4)nc3c2=O)c1 (configuration not stated)	-16.5%	26.7µM*	-5.4	-9.4	14.4	1.7%	-19.2	1.2%	-2.8%
C[C@H](CO)N1C[C@H](C)[C@H](CN(C)Cc2cccc(F)c2)Oc2ncc(Br)cc2C1=O	-5.1%	-12.3%	-4.3	-11.5	-23.8	6.2%	6.7	0.3%	-1.4%
CCCN(CCC)c1nc(N(CCC)CCC)[nH]c(=O)n1	-20.2%	3.3%	-3.4	4.6	3.7	1.0%	6.3	10.2%	-9.5%
COC(=O)[C@]1(C)CCC[C@@]2(C)C3CC[C@]4(OC(C)=O)C[C@@]3(CCC21)CC4=O (some centres not stated)	-17.8%	-13.0%	-0.1	-2.5	26.3	17.7%	-4.5	-0.4%	17.6%
NC(=O)C1(N2CCCCC2)CCN(c2nc(-c3ccccc3)cs2)CC1	?	-7.1%	0.6	-26.9	8.1	14.9%	0.9	-9.9%	-4.0%
COC(=O)c1ccc(C23CC4(C2)[C@H](CN(C)[C@@H]4c2ccccc2)C3c2ccccc2)cc1 (some centres not stated)	?	-0.8%	0.8	-7.9	?	-0.1%	-3.9	-6.3%	16.2%

Just GLP-1R agonist and GLP1R cytotox, for 2 of the compounds above:
| Compound | GLP-1R agonist | GLP1R cytotox |
| --- | --- | --- |
| C[C@H](CO)N1C[C@H](C)[C@H](CN(C)Cc2cccc(F)c2)Oc2ncc(Br)cc2C1=O | 6.2% | -1.4% |
| Cn1c(SCC(=O)c2ccc(F)cc2)nnc1-c1ccccc1N | -0.1% | -2.5% |

Later entries
SMILES	GLP1R inv ag	PLK1 PBD block	IL2 activator	D3 ag	D3 antag	GLP-1R agonist	PI5P4Ka inh	WRN inhibitor	GLP1R cytotox
COc1ccc(-c2csc(NC(=O)C3CCCCN3S(=O)(=O)c3ccccc3)n2)cc1 (configuration not stated)	?	-20.0%	-0.8	-2.6	-17.6	-13.4%	-5.9	-10.9%	-0.7%
CCC(C)(C)C1CCC2(CC1)NC(=O)N(CC(=O)N1CCN(c3ccccc3OC)CC1)C2=O (configuration not stated)	16.4%	-13.6%	-1.5	4.5	-17.7	-0.9%	-15.0	14.5%	3.7%
Cc1sc2nc(CSCC(=O)Nc3ccc(Cl)cc3F)[nH]c(=O)c2c1C	-11.4%	-2.6%	-1.5	-6.3	-18.4	-2.9%	-4.5	10.2%	8.7%
CCOC(=O)c1cccc(NC(=O)c2c(N)n(C)c(=O)[nH]c2=O)c1	4.7%	-7.8%	1.0	-6.3	6.4	-0.2%	-1.1	1.3%	1.4%
COc1ccc(CNC(=O)Cn2cc(C(F)(F)F)ccc2=O)cc1	8.4%	2.7%	0.4	0.8	3.0	-4.3%	9.7	-14.4%	-8.1%
COc1ccc(O)c(C(c2c(C)[nH][nH]c2=O)c2c(C)[nH][nH]c2=O)c1	8.2%	7.52µM*	0.0	-10.3	-17.8	-0.1%	-8.3	-4.4%[11.6 µM]	-3.9%
Cc1ccc(C)c(NC(=O)CCc2nnc3ccc(NCc4ccco4)nn23)c1	-3.3%	-15.1%	-0.8	0.8	2.1	6.2%	-17.0	-16.6%	-12.4%
CCc1ccccc1NC(=O)CSc1nc2n[nH]c(C)c2c(=N)n1-c1cccc(OC)c1	-29.0%	-12.7%	-2.4	10.1	9.5	-2.5%	/	-19.0%	-9.6%
C=CCn1c(=S)[nH]c2sc3c(c2c1=O)CCC3	29.4%	?	1.4	7.1	17.0	0.0%	/	-11.5%[57.1 µM]	-15.1%
CCCCN(C)C(=O)Cn1nc(Cc2ccncc2)c2ccccc2c1=O	11.2%	6.1%	-4.3	11.7	5.7	6.0%	4.2	12.1%	6.3%
Cc1ccc(Nc2ncnc3c2cnn3-c2ccccc2)c(C)c1	?	/	/	8.6	/	21.6%	/	/	-5.7%
CC(Sc1ccccc1)C(=O)N1CCN(S(=O)(=O)c2ccccc2C(F)(F)F)CC1 (configuration not stated)	-13.8%	-13.1%	-1.0	-1.6	-10.6	10.6%	12.1	-27.4%	-2.2%
CCOC(=O)c1c(C)[nH]c(C)c1S(=O)(=O)NCC1CCN(Cc2cccc(Cl)c2)CC1	?	-8.6%	0.1	-19.4	?	12.1%	3.3	-4.2%	14.1%
Cn1cc(S(=O)(=O)NC2CCCC2)c(=O)n(C)c1=O	7.9%	-4.1%	-0.5	5.6	36.3	-0.2%	-0.2	-2.7%	1.7%
CC1CCCC(C)N1S(=O)(=O)c1ccc(NC(=O)CCn2cnc3ccccc3c2=O)cc1 (configuration not stated)	7.5%	-6.7%	0.8	-4.9	23.6	-6.7%	/	-8.7%	-2.9%
CCCCOCCCNC(=O)C[C@@H]1C[C@@]2(C(=O)OCC)CCC=C2N(Cc2ccc(Cl)cc2Cl)C1=O	?	-5.3%	-0.8	-8.2	-12.8	-3.1%	24.7	-8.0%	-15.0%
COc1cc(CNCc2ccccn2)ccc1OCc1ccc(Cl)cc1	?	4.3%	-2.8	-6.9	-2.2	-2.6%	-0.4	-2.3%[57.1 µM]	-18.8%
CS(=O)(=O)Nc1cccc(C2=NN(C(=O)c3ccccc3Cl)C(c3ccccc3O)C2)c1 (configuration not stated)	?	-0.6%	0.9	3.3	15.1	16.5%	-22.9	-11.1%	?
O=C(C(=Cc1ccccc1)CN1CCCCC1)c1ccccc1	?	-17.8%	-7.6	-23.1	-91.4*	-30.9%[inhibitor]	-0.5	-11.1%	?
O=c1cc(Cl)nc2ccccn12	8.6%	3.1%	-0.6	-5.2	10.0	-0.9%	-7.2	8.5%	-10.8%
CSc1ccc(NC(=O)C2(C)CCN2C(=O)c2cc(C)n(C)n2)cc1 (configuration not stated)	26.5%	-4.9%	-0.1	-2.1	10.0	12.7%	4.0	6.6%	-1.6%
Cc1[nH]n(-c2ccccc2)c(=O)c1N=Nc1ccccc1O	?	-10.7%	1.9	5.1	-22.8	9.8%	7.9	?	?
CCOC(=O)C1CCN(C(=O)c2cc3c(C)cc(C)cc3[nH]2)CC1	25.2%	-7.9%	0.0	-11.1	-13.5	-1.9%	3.2	-1.4%	-2.9%
Nc1nn(-c2cccc(F)n2)cc1-c1ccc(Cl)cc1	?	-13.5%	3.1	-4.5	-19.1	0.2%	-10.7	-34.4%	-0.4%
Cc1noc(C)c1S(=O)(=O)N1CCC(C(=O)Nc2ccccn2)CC1	4.9%	-9.2%	0.4	-2.7	16.2	-2.3%	0.1	2.9%	-11.5%

Screening data deposited in PubChem BioAssay by National Center for Advancing Translational Sciences (NCATS).
